# WT yeast gro inh – growth inhibition of WT yeast, mitochondrial fusion screen; mitochondrial fusion phenotypic screen, WT strain; inhibition, % at 10 µM; 2.1% of 190,000 active; AID 1362; in the data active = inhibition above about 58%; tested in S. cerevisiae
# Large T inhibition – TAg ATPase/helicase activity blockers – biochemical (AID 1903); SV40 large T antigen ATPase/helicase inhibition assay; higher % means a stronger effect; 0.39% of 310,000 active; one-dose inhibition, % at 20 µM; IC50 in µM for titrated hits; in the data active = a potency from the dose series; inconclusive = inhibition mostly from about 32% at the one dose, without a potency; inactive = the rest, 99 in 100 with inhibition below about 32%; also: strong numbers were not always called active
# Yfh1-depleted yeast – enhancers of respiration in Yfh1-depleted yeast, dose response, Friedreich's ataxia, plus single-dose screen (AID 1465); S. cerevisiae Yfh1-off respiration, WST-1 reduction, 72 h; higher fold induction means a stronger effect; fold induction at 50 µM, or EC50 in µM where a hit was titrated; 0.074% of 220,000 active;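 active = fold induction of absorbance versus untreated yeast above a set limit, then at least 30% activation at any dose in follow-up; inconclusive = repeats straddling the limit, or above it without dose testing; inactive = fold induction below the set limit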;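 also: activators that raise dye reduction in frataxin-depleted yeast; strong numbers were not always called active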
# NS5 inhibitors – flavivirus cap methylation enzyme inhibition – biochemical, confirmation dose response, primary screen (AID 588689) | Dengue-2 NS5 methyltransferase capping enzyme assay, biochemical; higher % means a stronger effect | one-dose inhibition, % at 25 µM; IC50 in µM for titrated hits | 0.3% of 340,000 active; in the data active = a potency from the dose series; inconclusive = inhibition above about 29% without an active follow-up result
# West Nile virus CPE – West Nile virus antiviral activity, cell-based, CPE readout (AID 1621); West Nile virus-infected cells, CPE inhibition; higher % means a stronger effect; one-dose CPE inhibition, % at 10 µM; IC50 in µM for titrated hits; 0.02% of 290,000 active; in the data active = a potency from the dose series; inconclusive = CPE inhibition mostly from about 3.7% at the one dose, without a potency; inactive = the rest, 99 in 100 with CPE inhibition below about 2.2%; also: strong numbers were not always called active
# XIAP antagonists – XIAP antagonists, biochemical, IAP family, fluorescence polarization (AID 1018); 0.007% of 200,000 active; XIAP BIR domain, fluorescence polarization peptide displacement; higher % means a stronger effect; displacement, % at 20 µM, or IC50 in µM where a hit was titrated; in the data active = displacement above about 50%; also: a part of the inactive calls stands beside numbers as strong as those of hits
# CSM14.1 death rescue – rescue of cells from ER stress-induced death, primary screen, 384-well, CSM14.1, thapsigargin, ATP luminescence (AID 1222) | CSM14.1 thapsigargin-induced death rescue, ATP luminescence; higher % means a stronger effect | one-dose cellular ATP content (survival), % at 20 µM; EC50 in µM for titrated hits | 190,000 tested, under 10 active;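 active = EC50 below 50 µM in the dose-response confirmation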;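 also: death triggered by thapsigargin at about 15 µM added after 2 h compound pretreatment; cell ATP read after overnight thapsigargin exposure of roughly 18 to 22 hours; normalized against plate controls of thapsigargin alone and 5% DMSO vehicle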
# UTI89 phage lysis – inhibition of K1F phage lysis, E. coli UTI89, bacterial capsule biogenesis inhibitors, alamar blue (AID 488966); inhibition, % at 100 µM, or IC50 in µM where a hit was titrated; E. coli UTI89 K1F phage lysis, alamar blue, 2 h; higher % means a stronger effect; 0.02% of 340,000 active;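 active = phage lysis inhibition, versus mean bacterial control, above a set limit; inconclusive = no clear call, values can overlap the other calls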;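 also: capsule biogenesis inhibitors block K1F phage lysis so surviving cells raise fluorescence; higher fluorescence means more inhibition of phage lysis; actives were called in the ten point dose series up to 300 µM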
# RSV antiviral HEp-2 – inhibition of RSV-induced cytopathic effect – HEp-2 cells, primary 10 µM value included (AID 2391); HEp-2 cells, RSV-induced CPE inhibition; higher % means a stronger effect; CPE inhibition, % at 10 µM, or IC50 in µM where a hit was titrated; 0.13% of 310,000 active; in the data active = a potency from the dose series; inconclusive = CPE inhibition mostly from about 23% at the one dose, without a potency; inactive = the rest, 99 in 100 with CPE inhibition below about 21%; also: strong numbers were not always called active
# WT yeast gro inh mutant strain – recorded beside WT yeast gro inh, whose call it bears; inhibition, %; mitochondrial fusion phenotypic screen, mutant strain inhibition
# Starred values were filed as active, the others as inactive; i = inactive; u = inconclusive; x = no result given; [ ] = dose if it differs, or a comment. Not a hit list. Share with any hit: about 2.2%.
compound	WT yeast gro inh	WT yeast gro inh mutant strain	Large T inhibition	Yfh1-depleted yeast	NS5 inhibitors	West Nile virus CPE	XIAP antagonists	CSM14.1 death rescue	UTI89 phage lysis	RSV antiviral HEp-2
Cc1c(C)n(C(=O)CN2CCC(C(N)=O)CC2)c2ccccc12	11.8	7.2	6.7%	i	-11.7%	-0.1%	-2.2%	1.1%	0.1%	0.7%
O=C1O/C(=C/C(=O)N2CCOCC2)c2ccccc21	-8.1	3.4	5.5%	i	-7.5%	0.2%	-3.4%	4.7%	1.8%	-0.7%
NC(=O)c1nsc(C(=O)N(c2ccc(F)cc2)C(C(=O)NC2CCCC2)c2ccncc2)c1N (stereo not drawn)	x	x	24.4%	x	0.0%	-0.4%	x	x	-0.1%	-1.1%
CCc1nnc(NC(=O)C(=O)NCCOC(=O)c2ccccc2)s1	4.6	10.7	8.5%	i	-3.1%	0.1%	-4.8%	-3.9%	-0.7%	2.4%
Cc1cc(=O)[nH]c(SCC(N)=O)c1C#N	59.8*	-65.4*	1.6%	i	x	0.4%	-5.9%	-2.6%	-0.2%	0.2%
COc1ccc(OCC(=O)Nc2ccc3c(c2)nc(CCN2CCOCC2)n3C)cc1	23.2	13.6	10.4%	i	-6.8%	-0.1%	-2.3%	2.5%	0.0%	0.0%
COc1ccc(N(C(=O)C(C)C)S(=O)(=O)c2cccc([N+](=O)[O-])c2)cc1	33.2	16.1	5.3%	i	-7.4%	-0.6%	-4.9%	-1.5%	-0.1%	0.1%
O=C(NC1CCN(Cc2ccccc2)CC1)c1ccc(N2CC3CC(C2)c2cccc(=O)n2C3)c([N+](=O)[O-])c1 (stereo not drawn)	-3.7	6.3	12.2%	i	0.8%	0.0%	-2.2%	-0.5%	0.2%	-0.8%
Cc1cc(N2CCOCC2)n2ncc(-c3ccccc3)c2n1	-5.4	3.9	4.8%	i	3.2%	1.1%	-2.8%	-6.5%	-0.5%	6.3%
Cc1cc(C)n(-c2nc3ccccc3s2)n1	4.7	8.9	23.1%	i	-4.5%	0.2%	-3.2%	0.7%	0.6%	0.7%
COc1cccc(-n2c(C)cc(/C=C3\C(=N)N4N=C(CC(=O)N5CCOCC5)SC4=NC3=O)c2C)c1	x	x	19.4%	x	-39.8%	0.3%	x	x	-1.0%	u
N=c1n(Cc2ccc(Cl)cc2)c2ccccc2n1CC(O)c1ccco1 (stereo not drawn)	10.5	-11.6	2.3%	i	-22.3%	-0.1%	-5.9%	-1.8%	u	0.1%
c1ccc(CCc2nn3c(-c4ccncc4)nnc3s2)cc1	3.7	5.7	8.1%	i	-7.5%	-0.7%	-5.5%	x	5.8%	0.8%
CC1CCCN(C(=O)NC2CC(=O)N(c3ccc4c(c3)OCCO4)C2)C1 (stereo not drawn)	x	x	9.7%	x	-1.5%	x	x	x	1.2%[50 µM]	-1.7%
O=C(CSCc1cc(=O)n2ccsc2n1)Nc1ccc(F)cc1	x	x	9.7%	x	-2.6%	1.6%	x	x	0.2%	1.0%
CC(C)=CC1C(C(=O)Nc2ccc(Br)cn2)C1(C)C (stereo not drawn)	26.8	13.0	-4.0%	x	-6.9%	x	-4.8%	-2.7%	0.3%	5.8%
Cc1ccc(C)c(NC(=S)NC23CN4CN(CN(C4)C2)C3)c1	-9.7	7.3	1.5%	i	-7.8%	-0.2%	-3.7%	-0.8%	-0.5%	1.0%
CCCCc1ccc(NC(=O)CSc2nc(=O)n(CCN3CCOCC3)c3c2CCC3)cc1	x	x	5.9%	x	-9.4%	x	x	x	-1.2%[50 µM]	1.2%
COc1ccc(S(=O)(=O)NCC(c2cccnc2)N2CCN(c3ccc(F)cc3)CC2)cc1C (stereo not drawn)	6.9	-6.5	2.7%	i	-3.4%	-0.6%	-2.4%	2.3%	-0.2%	x
CC(=O)c1ccc(N2CCN(CC(=O)N(CC(C)C)c3c(N)n(CC(C)C)c(=O)[nH]c3=O)CC2)cc1	-0.2	-0.5	5.8%	i	-7.3%	-0.7%	-16.9%	-2.8%	0.0%	-2.0%
COC(=O)CCC(=O)c1oc2ccc(Cl)cc2c1NC(=O)CCCN1C(=O)c2ccccc2C1=O	-11.0	-20.3	6.0%	x	-0.8%	x	-2.9%	-0.6%	2.3%	4.5%
O=C(CCl)NC1CCCc2ccccc21 (stereo not drawn)	0.4	-25.4	-0.8%	i	-3.0%	-0.4%	-2.2%	1.2%	-3.0%	-0.2%
COc1ccc(CCN(C)C2CCCN(C(=O)c3ccnn3C)C2)cc1OC (stereo not drawn)	x	x	3.2%	x	-0.7%	-0.1%	x	x	0.0%	0.2%
CC(C)[C@@H](C(=O)N[C@@H](Cc1ccccc1)C(=O)O)N1C(=O)N2CCc3c([nH]c4ccccc34)[C@@]2(C)C1=O	x	x	19.8%	x	-6.5%	-0.2%	x	x	-7.2%	0.5%
CS(=O)(=O)N(Cc1ccc(Cl)cc1)c1ccc(C(=O)NCC2CCCO2)cc1 (stereo not drawn)	4.4	7.6	8.8%	i	10.2%	-0.1%	-0.6%	0.2%	-1.6%	0.8%
CSCCC(NC(=O)COc1ccccc1)C(=O)N1CCN(c2ccccc2F)CC1 (stereo not drawn)	16.1	20.6	4.8%	i	0.7%	-0.5%	-0.7%	7.7%	2.4%	-0.1%
O=C(CCN1C(=O)C2CCCCC2C1=O)N1CCN(S(=O)(=O)c2ccccc2)CC1 (stereo not drawn)	x	x	6.1%	x	-6.6%	x	x	x	1.0%[50 µM]	-0.2%
CCOC(=O)Cn1c(C)c(C#N)c2ccccc21	19.6	16.0	-1.0%	i	2.4%	0.1%	-2.1%	-3.8%	0.9%	-0.4%
COc1ccc(OC)c(Nc2ncnc3sc(-c4ccccc4)cc23)c1	16.6	2.3	14.3%	i	3.7%	-0.7%	-23.5%	-0.7%	4.3%	5.1%
OCCCNc1nc(-c2ccc(Cl)cc2)nnc1-c1ccc(Br)cc1	22.2	22.9	23.1%	i	-5.1%	-0.9%	-23.1%	0.4%	4.1%	0.4%
Cc1ccc(NC(=O)c2ccc(NCCc3ccccc3)c([N+](=O)[O-])c2)cc1F	21.9	9.7	1.2%	i	-1.3%	-1.1%	-1.9%	-2.6%	1.3%[50 µM]	3.5%
COc1ccc(CNC(=O)CSc2nnc(-c3ccc(NC(C)=O)cc3)n2C)cc1	5.9	-1.1	8.5%	i	-4.1%	0.3%	-3.8%	-0.2%	3.4%	0.8%
NS(=O)(=O)c1ccc(CCNC(=O)CCNC(=O)c2ccco2)cc1	x	x	18.2%	x	-5.0%	0.4%	x	x	0.1%	1.6%
COc1ccc(NC(=O)c2ccc(C(=O)Nc3ccc(OC)cc3OC)cc2)c(OC)c1	0.5	6.2	4.5%	i	2.2%	0.6%	-3.3%	-1.6%	-0.6%	-1.5%
CC(C)(C)c1cc(C(=O)N/N=C/c2ccccc2O)n(-c2ccccc2)n1	-14.1	-1.3	19.8%	i	-0.7%	u	-3.3%	-0.9%	-6.0%	10.5%
CCOC(=O)c1nnc2cc(-c3ccc(Br)cc3)nn2c1C	0.3	6.9	8.9%	i	5.9%	0.6%	-3.7%	-1.1%	1.4%	1.2%
Cc1cccc(-n2cc3c(=O)n(C)c(=O)n(C)c3c2)c1	-5.8	-1.9	2.8%	i	x	0.0%	-3.1%	0.6%	x	4.7%
CCOC(=O)c1cnc(SCc2nc(N)nc(Nc3ccc(C)cc3)n2)nc1N	-10.6	-16.8	19.2%	i	-1.4%	0.6%	-3.4%	-2.4%	1.5%	3.0%
CC(C)(CNc1ccc([N+](=O)[O-])cc1Cl)N1CCOCC1	x	x	19.2%	x	-1.6%	-0.4%	x	x	0.5%	3.9%
Cc1ccc(OCC(=O)Nc2ccc3c(c2)nc(CCN2CCC(C)CC2)n3C)cc1	x	x	8.1%	x	-0.9%	-0.1%	x	x	4.1%	0.2%
O=C(CSc1ncn[nH]1)N/N=C/c1ccc(C(F)(F)F)cc1	x	x	13.0%	x	1.6%	0.6%	x	x	0.0%	1.8%
COc1cc(C(CCN2CCCCC2)c2c(OC)cc(OC)c3c(-c4ccccc4)cc(=O)oc23)cc(OC)c1OC (stereo not drawn)	x	x	13.8%	i	-6.1%	u	x	x	-0.3%	-3.1%
CCn1cc(/C=N/NC(=O)c2ccc3c(c2)OCO3)c(C)n1	-0.7	6.8	11.0%	i	-4.5%	0.6%	-3.6%	-0.4%	-0.3%	2.2%
CC(=O)Nc1cc(N=Cc2ccc(O)cc2O)c(Cl)cc1Cl	-4.8	15.6	18.0%	i	4.4%	-0.5%	-8.1%	-1.5%	7.5%	1.5%
CC1=C(C)CC(C(=O)Nc2nc(-c3ccc(C)cc3C)c(C)s2)C(C(=O)O)C1 (stereo not drawn)	-0.5	-4.9	26.9%	i	-2.2%	0.0%	-3.3%	-1.7%	2.9%	4.3%

# Next section, overlapping the part above by 4 compounds.
compound	WT yeast gro inh	WT yeast gro inh mutant strain	Large T inhibition	Yfh1-depleted yeast	NS5 inhibitors	West Nile virus CPE	XIAP antagonists	CSM14.1 death rescue	UTI89 phage lysis	RSV antiviral HEp-2
COc1cc(C(CCN2CCCCC2)c2c(OC)cc(OC)c3c(-c4ccccc4)cc(=O)oc23)cc(OC)c1OC (stereo not drawn)	x	x	13.8%	i	-6.1%	u	x	x	-0.3%	-3.1%
CCn1cc(/C=N/NC(=O)c2ccc3c(c2)OCO3)c(C)n1	-0.7	6.8	11.0%	i	-4.5%	0.6%	-3.6%	-0.4%	-0.3%	2.2%
CC(=O)Nc1cc(N=Cc2ccc(O)cc2O)c(Cl)cc1Cl	-4.8	15.6	18.0%	i	4.4%	-0.5%	-8.1%	-1.5%	7.5%	1.5%
CC1=C(C)CC(C(=O)Nc2nc(-c3ccc(C)cc3C)c(C)s2)C(C(=O)O)C1 (stereo not drawn)	-0.5	-4.9	26.9%	i	-2.2%	0.0%	-3.3%	-1.7%	2.9%	4.3%
COc1ccccc1N1N=C(C(=O)c2ccccc2)C2C(=O)N(c3ccc(Br)cc3)C(=O)C21 (stereo not drawn)	x	x	12.1%	i	x	0.1%	x	x	x	2.4%
O=C(N/N=C\c1ccc(CNS(=O)(=O)c2ccc(Cl)cc2)o1)C(=O)Nc1ccc(Oc2ccccc2)cc1	14.2	5.6	12.0%	i	-3.2%	-0.1%	-5.8%	-1.9%	-1.1%[50 µM]	2.8%
O=C(C[n+]1cc(-c2ccccc2)n2c1CCC2)N1c2ccccc2Sc2ccccc21	-8.2	-16.0	18.1%	i	-3.7%	-1.0%	-6.0%	1.7%	9.4%	3.4%
COc1ccc(CC(=O)N2CCN(c3ccccc3OC)CC2)cc1OC	x	x	-6.1%	x	0.7%	-1.9%	x	x	0.1%	1.9%

# Screening data as filed in PubChem BioAssay.
